Compound activity as filed in PubChem.
SIRT5 block: inhibitors of human sirtuin-5 desuccinylase. 1.1% of 330,000 active. Purified SirT5, succinyl-peptide AMC, trypsin-coupled fluorescence. AID 652115. inhibition, % at 15 µM; in the data active means inhibition above about 15%
LGR2 inh: blocks bursicon-induced cAMP signaling via Drosophila LGR2 | inhibition, % at 9.99 µM | AID 720647 | HEK293 LGR2, CRE-luciferase, bursicon-stimulated, 4 h | 0.35% of 380,000 active;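 active means drop in luminescence signal, shown as inhibition above about 50% in the replicate tests, limit read from the data, passing the limit was not always enough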;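 further: agonist challenge used bursicon conditioned medium at about half maximal strength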
Cneo AK release: Cryptococcus neoformans lysis via adenylate kinase release | lysis activity, % at 15 µM | 0.2% of 360,000 active | C. neoformans lysis, adenylate kinase release luminescence, 4 h; normalised: neutral wells 0, clomiphene wells 100 | AID 651654;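 active means mean lysis activity across replicates of at least 80%, whatever share of replicates individually reach that level; inactive means mean lysis activity below 80%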
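Assay system: Cryptococcus neoformans yeast cells / Dosing: single-point compound dose / Timing: 4 h at 37 °C static, read 1 h later / Measured by: luminescence of released adenylate kinase using an AK detection reagent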
PGC1a acetyl inh: PGC1a acetylation modulation, inhibitor mode; U2OS PGC1a acetylation, AlphaScreen anti-acetyl-lysine; with virally co-expressed GCN5 acetyltransferase; inhibition, % at 15.6 µM; 0.17% of 350,000 active; AID 651687;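 active means every replicate shows inhibition of at least 40%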;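 further: 0% = neutral control wells and 100% = positive control wells; some results beyond the cut were filed as inactive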
S100A4 MyoIIA: blocks human S100A4 binding to myosin IIA peptide. P26447. inhibition, % at 10.7 µM. 0.14% of 360,000 active. S100A4/TAMRA-MyoIIA peptide fluorescence polarization. AID 652163;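 active means mean inhibition of at least 70% across replicates, with every replicate also reaching that level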
Target sequence (P26447 whole entry, looked up): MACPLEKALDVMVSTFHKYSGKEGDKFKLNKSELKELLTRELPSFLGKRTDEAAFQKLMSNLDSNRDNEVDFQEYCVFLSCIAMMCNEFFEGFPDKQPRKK
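Material: S100A4 monomer protein / Buffer or medium: 50 mM HEPES pH 7.2, 10 mM CaCl2, 100 mM KCl / Times: 5 min incubation before reading / Benchmarks: neutral control DMSO, positive control TFP / Reagent: labelled myosin peptide probe, 5 nM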
Xi reactivation: activators of X-chromosome reactivation in mouse fibroblasts | XiGFP mouse fibroblasts, % GFP-positive cells imaging, 3 d; cells co-treated with 5-aza-dC sensitizer; scaled so ellipticine positive control = 100% | AID 743238 | activation, % at 7.58 µM | 0.055% of 360,000 active;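 active means mean normalized replicate activation at least 10% and every replicate at or above 10%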;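 further: 0% = median of on-plate neutral control wells and 100% = ellipticine 6 µM median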
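Assay system – SV40-immortalized XiGFP fibroblast cells, line 68-5-11 · Buffer or medium – DMEM supplemented with 5-aza-dC as sensitizing agent · Dosing – one concentration, pinned · Benchmarks – positive control ellipticine, 6 µM final · Times – 3 days compound exposure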
ERAP1 HTS inh: inhibitors of human ERAP1 aminopeptidase | AID 652197 | recombinant ERAP1, Leu-AMC fluorescence, 60 min | 0.15% of 340,000 active | inhibition, % at 10.7 µM;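 active means mean replicate inhibition of at least 30%, or all replicates individually reaching that 30% level; inactive means mean below 30% and not every replicate reaching it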;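 further: 0% = neutral control wells and 100% = L-leucinethiol positive control wells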
Target sequence (Q9NZ08 whole entry, looked up): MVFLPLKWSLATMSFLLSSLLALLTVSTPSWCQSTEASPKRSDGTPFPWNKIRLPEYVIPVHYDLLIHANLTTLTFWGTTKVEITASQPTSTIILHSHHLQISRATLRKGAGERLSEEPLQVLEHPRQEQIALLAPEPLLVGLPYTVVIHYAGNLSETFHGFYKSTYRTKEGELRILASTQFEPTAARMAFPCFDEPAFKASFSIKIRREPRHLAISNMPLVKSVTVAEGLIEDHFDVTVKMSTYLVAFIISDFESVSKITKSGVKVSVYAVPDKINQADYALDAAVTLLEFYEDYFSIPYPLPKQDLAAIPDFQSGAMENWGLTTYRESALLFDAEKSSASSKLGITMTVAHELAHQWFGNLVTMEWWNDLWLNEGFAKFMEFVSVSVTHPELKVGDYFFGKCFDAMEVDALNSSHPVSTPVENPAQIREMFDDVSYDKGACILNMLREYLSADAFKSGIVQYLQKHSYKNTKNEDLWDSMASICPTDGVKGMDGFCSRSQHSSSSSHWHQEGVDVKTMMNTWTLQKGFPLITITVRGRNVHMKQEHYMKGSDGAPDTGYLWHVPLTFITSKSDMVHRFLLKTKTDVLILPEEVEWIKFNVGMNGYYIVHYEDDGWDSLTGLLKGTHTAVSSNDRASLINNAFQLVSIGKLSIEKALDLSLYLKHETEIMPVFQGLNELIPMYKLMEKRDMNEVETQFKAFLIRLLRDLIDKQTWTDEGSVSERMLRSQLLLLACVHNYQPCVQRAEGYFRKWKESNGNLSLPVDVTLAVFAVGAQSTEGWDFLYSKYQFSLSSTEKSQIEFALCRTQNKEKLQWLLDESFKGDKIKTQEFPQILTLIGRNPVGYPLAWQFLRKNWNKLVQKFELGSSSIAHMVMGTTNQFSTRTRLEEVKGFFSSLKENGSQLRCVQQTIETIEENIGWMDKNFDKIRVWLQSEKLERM
C2C12 statin: suppression of simvastatin myotoxicity | C2C12 myotubes + simvastatin, ATP luminescence, 48 h; scaled: DMSO 0, geranylgeraniol control 100 | rescue of ATP level, % at 7.49 µM | 0.78% of 330,000 active | AID 602340;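 active means mean ATP rescue above about 67%, or every replicate alone reaching that limit, limit read from the data, passing the limit was not always enough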;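 further: myotubes were challenged with 10 µM simvastatin during compound exposure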
Starred values were filed as active, the others as inactive; & = joins results of further samples.

Results for CCOC(=O)C1=NOC(Cn2cc(C(C)=O)c(=O)[nH]c2=O)C1 (stereo unspecified) ?
SIRT5 block: -3; LGR2 inh: 11; PGC1a acetyl inh: -5; S100A4 MyoIIA: 0; Xi reactivation: 0.0; ERAP1 HTS inh: -4

How did Cc1ccc(-c2cn(-c3ccc(OC(F)F)cc3)c3[n+]2CCCCC3)cc1 do in these assays?
SIRT5 block: -1; LGR2 inh: 10; Cneo AK release: 1; S100A4 MyoIIA: -2; Xi reactivation: 0.4; C2C12 statin: -56

How did N#C[C@H]1[C@H](c2ccc(C3=CCCC3)cc2)[C@H](CO)N1c1nc(-c2ccccc2)cs1 do in these assays?
SIRT5 block: 0; LGR2 inh: -11; Cneo AK release: 1; PGC1a acetyl inh: -8; S100A4 MyoIIA: 0; Xi reactivation: 0.1; ERAP1 HTS inh: -5; C2C12 statin: 3

How did COc1ccc(S(=O)(=O)Nc2cc(Sc3ncn[nH]3)c(O)cc2C)cc1 do in these assays?
SIRT5 block: 0; LGR2 inh: 13; Cneo AK release: -2; PGC1a acetyl inh: 0; S100A4 MyoIIA: -1; Xi reactivation: 0.1; ERAP1 HTS inh: 4; C2C12 statin: 4

Results for CCOC(=O)C1CCCCN1Cc1cccc(F)c1 (stereo unspecified) ?
SIRT5 block: -3; LGR2 inh: -9; S100A4 MyoIIA: 0; ERAP1 HTS inh: 8; C2C12 statin: 8

What do the screens show for `CNC[C@@H]1OCCCC[C@@H](C)Oc2ccc(NC(=O)Nc3ccc(F)cc3)cc2C(=O)N([C@@H](C)CO)C[C@H]1C`?
LGR2 inh: -17; PGC1a acetyl inh: -5; Xi reactivation: 0.1; C2C12 statin: 24

Results for COc1ccc(C(CNC(=O)c2ccc(S(=O)(=O)N3CCCC3)cc2)N(C)C)cc1OC (stereo unspecified) ?
SIRT5 block: 0; LGR2 inh: 5; Cneo AK release: 5; PGC1a acetyl inh: 1; S100A4 MyoIIA: 4; Xi reactivation: 2.1; ERAP1 HTS inh: 2

How did C=CCN(C(=O)c1csnn1)C(C(=O)NCc1ccc(F)cc1)c1sccc1C (stereo unspecified) do in these assays?
LGR2 inh: -7; Cneo AK release: 3; S100A4 MyoIIA: 0; Xi reactivation: 0.0; ERAP1 HTS inh: 4; C2C12 statin: -3

How did CCC(=O)N1CC2(CCN(Cc3cccnc3)CC2)c2c(n(C)c3cc(OC)ccc23)[C@@H]1CO do in these assays?
SIRT5 block: -4; LGR2 inh: -1; PGC1a acetyl inh: 12; S100A4 MyoIIA: -7; Xi reactivation: 0.2; ERAP1 HTS inh: -2

What do the screens show for `O=C(NCC[C@H]1CC[C@@H](NC(=O)C2CC2)[C@H](CO)O1)c1cnccn1`?
SIRT5 block: 0; LGR2 inh: -7; Cneo AK release: -4; PGC1a acetyl inh: 6; S100A4 MyoIIA: 1; Xi reactivation: -0.3; ERAP1 HTS inh: -1; C2C12 statin: -1

What do the screens show for `Cc1cccc(-c2nc(NCCN(C)C)c3ccccc3n2)c1`?
LGR2 inh: 5; Cneo AK release: 1; PGC1a acetyl inh: -11; S100A4 MyoIIA: -5; Xi reactivation: 0.3; ERAP1 HTS inh: -14; C2C12 statin: -8

How did Cc1ccc(CC(=O)Nc2cc([N+](=O)[O-])ccc2F)cc1 do in these assays?
SIRT5 block: -7; LGR2 inh: 6; S100A4 MyoIIA: 0; Xi reactivation: -0.1; ERAP1 HTS inh: 0

Results for CO[C@@H]1CN(C)C(=O)c2cc(NC(=O)C3CCOCC3)ccc2OC[C@@H](C)N(C(=O)Nc2ccc(C(F)(F)F)cc2)C[C@H]1C ?
SIRT5 block: -3; LGR2 inh: 12; Cneo AK release: -10; PGC1a acetyl inh: -3; S100A4 MyoIIA: 4; Xi reactivation: 0.0; ERAP1 HTS inh: 1; C2C12 statin: -14

What do the screens show for `O=S(=O)(Nc1ccccc1)c1ccc(-c2csnn2)cc1`?
SIRT5 block: -2; LGR2 inh: -5; Cneo AK release: -5; PGC1a acetyl inh: 7; S100A4 MyoIIA: 3; Xi reactivation: -0.1; ERAP1 HTS inh: 0

Results for CC(C)COC(=O)N(C)C[C@H]1OCc2cnnn2CCCC(=O)N([C@H](C)CO)C[C@@H]1C ?
SIRT5 block: -1&9&-2; LGR2 inh: 17&-14; Cneo AK release: 2&-4&-16; PGC1a acetyl inh: -4&-2&-3; S100A4 MyoIIA: 6&-17&10; Xi reactivation: 0.1&-0.1; ERAP1 HTS inh: 1&2; C2C12 statin: -1&11&6

An excerpt taken from the entries so far:
How did Cc1ccc(CC(=O)Nc2cc([N+](=O)[O-])ccc2F)cc1 do in these assays?
SIRT5 block: -7; LGR2 inh: 6; S100A4 MyoIIA: 0; Xi reactivation: -0.1; ERAP1 HTS inh: 0

Results for CO[C@@H]1CN(C)C(=O)c2cc(NC(=O)C3CCOCC3)ccc2OC[C@@H](C)N(C(=O)Nc2ccc(C(F)(F)F)cc2)C[C@H]1C ?
SIRT5 block: -3; LGR2 inh: 12; Cneo AK release: -10; PGC1a acetyl inh: -3; S100A4 MyoIIA: 4; Xi reactivation: 0.0; ERAP1 HTS inh: 1; C2C12 statin: -14

What do the screens show for `O=S(=O)(Nc1ccccc1)c1ccc(-c2csnn2)cc1`?
SIRT5 block: -2; LGR2 inh: -5; Cneo AK release: -5; PGC1a acetyl inh: 7; S100A4 MyoIIA: 3; Xi reactivation: -0.1; ERAP1 HTS inh: 0

Results for CC(C)COC(=O)N(C)C[C@H]1OCc2cnnn2CCCC(=O)N([C@H](C)CO)C[C@@H]1C ?
SIRT5 block: -1&9&-2; LGR2 inh: 17&-14; Cneo AK release: 2&-4&-16; PGC1a acetyl inh: -4&-2&-3; S100A4 MyoIIA: 6&-17&10; Xi reactivation: 0.1&-0.1; ERAP1 HTS inh: 1&2; C2C12 statin: -1&11&6

Pulled one by one from the entries so far (two):
Results for CC(C)COC(=O)N(C)C[C@H]1OCc2cnnn2CCCC(=O)N([C@H](C)CO)C[C@@H]1C ?
SIRT5 block: -1&9&-2; LGR2 inh: 17&-14; Cneo AK release: 2&-4&-16; PGC1a acetyl inh: -4&-2&-3; S100A4 MyoIIA: 6&-17&10; Xi reactivation: 0.1&-0.1; ERAP1 HTS inh: 1&2; C2C12 statin: -1&11&6

What do the screens show for `O=C(NCC[C@H]1CC[C@@H](NC(=O)C2CC2)[C@H](CO)O1)c1cnccn1`?
SIRT5 block: 0; LGR2 inh: -7; Cneo AK release: -4; PGC1a acetyl inh: 6; S100A4 MyoIIA: 1; Xi reactivation: -0.3; ERAP1 HTS inh: -1; C2C12 statin: -1

(continued)
How did CNC(=S)N/N=C/c1c(C)nn(-c2ccc(F)cc2)c1Cl do in these assays?
SIRT5 block: -2; LGR2 inh: -11; S100A4 MyoIIA: -6; Xi reactivation: 0.0; ERAP1 HTS inh: 2

How did CCc1ccc(Nc2c([N+](=O)[O-])c(=O)oc3ccccc23)cc1 do in these assays?
SIRT5 block: 1; LGR2 inh: 0; PGC1a acetyl inh: 3; S100A4 MyoIIA: 2; Xi reactivation: 0.0; ERAP1 HTS inh: 1

What do the screens show for `C[C@H]1CN([C@@H](C)CO)C(=O)c2cc(NS(=O)(=O)c3ccc(Cl)cc3)ccc2O[C@@H]1CN(C)C(=O)Nc1ccccc1`?
LGR2 inh: 9; Cneo AK release: 1; PGC1a acetyl inh: -2; S100A4 MyoIIA: 2; Xi reactivation: -0.1; ERAP1 HTS inh: 2; C2C12 statin: -12

Results for O=C(C[C@H]1CC[C@H]2[C@@H](COC[C@@H](O)CN2Cc2cccc(C(F)(F)F)c2)O1)NCCc1ccncc1 ?
LGR2 inh: -12; Cneo AK release: -2; PGC1a acetyl inh: 1; Xi reactivation: 0.2; C2C12 statin: 20

How did CCc1ccccc1NC(=O)CN(C)Cc1c(O)ccc2ccccc12 do in these assays?
SIRT5 block: -4; LGR2 inh: 2; Cneo AK release: 0; S100A4 MyoIIA: 11; Xi reactivation: 0.0; ERAP1 HTS inh: -2; C2C12 statin: 8

Results for CC(C(=O)N1CCN(Cc2ccccc2)CC1)c1ccc([N+](=O)[O-])cc1 (stereo unspecified) ?
SIRT5 block: -2; LGR2 inh: 0; PGC1a acetyl inh: -9; S100A4 MyoIIA: 10; Xi reactivation: 0.0; ERAP1 HTS inh: 3

Results for CN(C)CC(=O)N1CCCCN2[C@H](CO)[C@H](c3ccc(/C=C/c4ccccc4)cc3)[C@@H]2C1 ?
SIRT5 block: 3; LGR2 inh: -1; Cneo AK release: 3; PGC1a acetyl inh: -9; S100A4 MyoIIA: -2; Xi reactivation: 0.3; ERAP1 HTS inh: 0; C2C12 statin: -35

Results for CCOc1cc(-c2nnc(NC(=O)C3=COCCO3)o2)cc(OCC)c1OCC ?
SIRT5 block: 0; LGR2 inh: 15; Cneo AK release: 0; PGC1a acetyl inh: 7; S100A4 MyoIIA: -2; Xi reactivation: 0.2; ERAP1 HTS inh: 4; C2C12 statin: 9

How did CS(=O)(=O)Nc1ccc(S(=O)(=O)NC2CCCCC2)cc1 do in these assays?
SIRT5 block: 2; LGR2 inh: 26; PGC1a acetyl inh: 6; S100A4 MyoIIA: 5; Xi reactivation: 0.0; ERAP1 HTS inh: -1; C2C12 statin: 1

What do the screens show for `Nc1cccc(NC(=O)CN2CCOCC2)c1`?
SIRT5 block: -1; LGR2 inh: 3; Cneo AK release: 4; PGC1a acetyl inh: -11; S100A4 MyoIIA: -2; Xi reactivation: 0.8; ERAP1 HTS inh: 1; C2C12 statin: 3

What do the screens show for `Cc1ccc(S(=O)(=O)NCc2ccncc2)cc1C(=O)NCC(C)C`?
SIRT5 block: 6; LGR2 inh: 2; Cneo AK release: 1; S100A4 MyoIIA: -2; Xi reactivation: 0.2; ERAP1 HTS inh: -2; C2C12 statin: 6

Results for C=CCOc1cccc(C2c3c(oc4ccccc4c3=O)C(=O)N2c2ccccn2)c1 (stereo unspecified) ?
LGR2 inh: -4; Cneo AK release: 1; PGC1a acetyl inh: 9; S100A4 MyoIIA: -5; Xi reactivation: 0.2; ERAP1 HTS inh: -3; C2C12 statin: 10

Results for CC(C)CC1NC(=O)N(CCCCN2C(=O)c3ccccc3C2=O)C1=O (stereo unspecified) ?
SIRT5 block: -2; LGR2 inh: -1; PGC1a acetyl inh: 3; S100A4 MyoIIA: -1; Xi reactivation: 0.0; ERAP1 HTS inh: -8

How did CO[C@H]1CN(C)C(=O)c2cc(NC(=O)C3CCC3)ccc2OC[C@H](C)N(C(=O)CN(C)C)C[C@H]1C do in these assays?
SIRT5 block: 8; LGR2 inh: -2; Cneo AK release: 2; PGC1a acetyl inh: -7; S100A4 MyoIIA: -3; Xi reactivation: -0.4; ERAP1 HTS inh: 2; C2C12 statin: 5

Results for CCOc1ccccc1-n1ccn(CC(=O)Nc2ccc(Br)cc2F)c(=O)c1=O ?
SIRT5 block: -3; LGR2 inh: -18; Cneo AK release: 5; PGC1a acetyl inh: -10; S100A4 MyoIIA: 2; Xi reactivation: 0.2; ERAP1 HTS inh: 3; C2C12 statin: 0

How did CC=Cc1ccc2n(c1=O)C[C@H]1[C@H](CO)[C@@H](C(=O)N3CCCCC3)N(Cc3ccccn3)[C@@H]21 (mixture of isomers) do in these assays?
SIRT5 block: 4; LGR2 inh: 0; Cneo AK release: -1; PGC1a acetyl inh: -1; S100A4 MyoIIA: 13; Xi reactivation: 0.6; ERAP1 HTS inh: 10; C2C12 statin: -7

How did COC(=O)C1(C)NC(c2ccccc2C)C2C(=O)N(c3ccc(F)cc3)C(=O)C21 (stereo unspecified) do in these assays?
SIRT5 block: -2; LGR2 inh: 3; Cneo AK release: 2; S100A4 MyoIIA: 6; Xi reactivation: -0.1; ERAP1 HTS inh: -3; C2C12 statin: 8

Some of the compounds tested. The share of hits here may be higher or lower than overall.
